From PubChem
Pol eta inh = inhibitors of human DNA polymerase eta; Q9Y253; recombinant Pol eta, fluorescent DNA replication assay; Potency, µM (highest dose often 114 µM), for inactives: at the top dose activity change, negative = inhibition, hits mostly inhibitors; hit rate 1.2% among 390,000; AID 588591; also: % is scaled to controls: 0 for no effect and ±100 for the full control effect
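Fluorescent replication assay: 50 nM final substrate added after a 15 min room-temperature compound preincubation with 10 nM enzyme. Signal taken at 0 min and again at 10 min.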
POLB inh = inhibitors of human DNA polymerase beta; Potency, µM (titrated, usually from 114 µM), without a hit: at the highest dose activity change, negative = inhibition, actives largely listed as inhibitors; AID 485314; hit rate 1.3% among 340,000; P06746; Pol beta primer extension/strand displacement, fluorescence kinetic; also: % is scaled to controls: 0 for no effect and ±100 for the full control effect
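Preincubation: enzyme (10 nM) with compound, 15 min, RT. Reaction: substrate added to 50 nM final. Reads: 0 and 10 min. Analysis: normalized, Hill fit.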
G9a block = inhibitors of human histone lysine methyltransferase G9a; hit rate 8.8% among 350,000; Potency, µM (titrated, usually from 102 µM), for inactives: at the highest dose activity, negative = inhibition, hits mostly inhibitors; G9a H3K9 monomethylation, AlphaScreen, 2 h; also: % is scaled to controls: 0 for no effect and ±100 for the full control effect; nearly all actives have a fitted effect of over 75% in size
Target sequence (Q96KQ7 913-1193 limits assumed): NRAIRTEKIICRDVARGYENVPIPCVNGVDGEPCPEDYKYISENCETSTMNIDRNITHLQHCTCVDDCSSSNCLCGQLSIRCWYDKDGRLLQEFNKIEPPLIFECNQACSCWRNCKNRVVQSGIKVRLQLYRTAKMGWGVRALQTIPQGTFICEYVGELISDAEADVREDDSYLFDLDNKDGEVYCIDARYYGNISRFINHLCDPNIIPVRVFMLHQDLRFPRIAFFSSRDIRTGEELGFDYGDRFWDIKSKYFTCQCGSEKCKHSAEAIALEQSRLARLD
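G9a (20 nM) was preincubated 15 min with compound, then reacted 2 h at room temperature with 500 nM biotin-H3K9 peptide and 20 µM SAM. Monomethyl-H3K9 detected by AlphaScreen using anti-H3K9me1 antibody.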
APE1 inh = APE1 (human) endonuclease inhibition | P27695 | recombinant APE1, TAMRA/BHQ-2 abasic DNA cleavage fluorescence | Potency, µM (titrated, usually from 65.8 µM), for the others: at the top dose activity change, negative = inhibition, usual class: inhibitors | hit rate 0.35% among 350,000 | AID 2517;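 also: plate controls were vehicle for no effect and reference inhibitor for full effect; nearly all actives have a fitted effect of over 55% in size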
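APE1 at 0.75 nM preincubated 15 min at room temperature with compound. Reaction then started with 50 nM double-stranded THF-abasic substrate labelled with TAMRA/BHQ-2, and 525/598 nm fluorescence read kinetically. Activity taken as third-minus-first read difference, normalized to DMSO and NSC13755 controls.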
BLM helicase inh = Bloom syndrome helicase (human) inhibition; recombinant BLM DNA unwinding, fluorescence dequenching; Potency, µM (doses to about 56.1 µM), without a hit: at the top dose activity change, negative = inhibition, actives largely listed as inhibitors; hit rate 0.2% among 350,000;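 also: plate controls were vehicle for no effect and no enzyme for full effect; nearly all actives have a fitted effect of over 35% in size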
Pol iota inh = blocks human DNA polymerase iota activity; Potency, µM (highest dose often 115 µM), without a hit: at the highest dose activity, negative = inhibition, usual class: inhibitors; Pol iota fluorescent replication assay, 10 min; hit rate 1% among 390,000; Q9UNA4
Target sequence (Q9UNA4 whole entry, looked up): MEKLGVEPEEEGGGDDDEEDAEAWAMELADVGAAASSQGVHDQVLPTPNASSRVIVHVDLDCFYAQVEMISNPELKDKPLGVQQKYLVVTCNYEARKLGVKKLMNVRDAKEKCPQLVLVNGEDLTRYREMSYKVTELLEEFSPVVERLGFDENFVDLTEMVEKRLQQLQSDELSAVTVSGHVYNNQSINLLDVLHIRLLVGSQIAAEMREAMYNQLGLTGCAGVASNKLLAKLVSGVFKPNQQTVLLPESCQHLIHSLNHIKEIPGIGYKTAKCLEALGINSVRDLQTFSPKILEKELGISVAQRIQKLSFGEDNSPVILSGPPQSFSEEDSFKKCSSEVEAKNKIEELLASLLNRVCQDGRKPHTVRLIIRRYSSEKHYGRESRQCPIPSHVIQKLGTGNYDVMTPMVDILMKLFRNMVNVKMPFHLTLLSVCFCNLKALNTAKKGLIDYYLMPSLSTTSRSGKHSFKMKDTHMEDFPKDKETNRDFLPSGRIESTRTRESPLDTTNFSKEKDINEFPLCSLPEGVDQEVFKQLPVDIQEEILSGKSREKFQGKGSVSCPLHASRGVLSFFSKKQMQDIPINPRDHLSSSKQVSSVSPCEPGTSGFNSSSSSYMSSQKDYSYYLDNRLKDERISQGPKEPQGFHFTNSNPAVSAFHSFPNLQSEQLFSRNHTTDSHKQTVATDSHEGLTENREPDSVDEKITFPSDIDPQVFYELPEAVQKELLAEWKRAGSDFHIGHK
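Pol iota at 10 nM preincubated 15 min with compounds at room temperature; reaction started with fluorescent substrate, 50 nM final. Fluorescence read kinetically at 0 and 10 min; buffer-only wells as negative control.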
Pol kappa inh = DNA polymerase kappa (human) inhibition; Q9UBT6; hit rate 0.53% among 400,000; Potency, µM (titrated, usually from 107 µM), inactives show top-dose activity, negative = inhibition, actives largely listed as inhibitors; AID 588579; purified Pol kappa, fluorescent DNA synthesis assay, 10 min; also: % is scaled to controls: 0 for no effect and ±100 for the full control effect
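First, compounds were pin-transferred onto 10 nM Pol kappa. After 15 min at room temperature, substrate was added to 50 nM final. Fluorescence was then measured kinetically at 0 and 10 min.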
BAZ2B block = inhibitors of human BAZ2B bromodomain; Q9UIF8; AlphaScreen BAZ2B-H3K14Ac peptide displacement; Potency, µM (top dose mostly 114 µM), for the others: top-dose activity change, negative = inhibition, most hits filed as inhibitors; hit rate 4.4% among 360,000; also: % is scaled to controls: 0 for no effect and ±100 for the full control effect; nearly all actives have a fitted effect of over 60% in size
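Complex of BAZ2B and biotin-H3K14Ac (50 nM apiece) forms over 30 min at RT, then faces library compounds up to 110 uM for another 30 min; AlphaScreen beads added, 20 min dark incubation, luminescence read.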
JMJD2A Tudor = blocks the human JMJD2A Tudor domain. O75164. AlphaScreen JMJD2A-Tudor / H3K4me3 peptide binding. Potency, µM (highest dose often 114 µM), for the others: at the top dose activity change, negative = inhibition, hits mostly inhibitors. hit rate 4.4% among 390,000; also: % is scaled to controls: 0 for no effect and ±100 for the full control effect; nearly all actives have a fitted effect of over 50% in size
* = called active by the depositor; ? = inconclusive; . = no result given; [ ] = another dose, or the depositor's remark. Calls follow the shape of the dose curve; as a rule, active = well fitted curve in the direction sought with a large enough effect; inconclusive = small, poorly fitted or top-dose-only effect, or another doubt; inactive = no such curve, though single readings can be large; an effect the other way counts as inactive or inconclusive. Potency is read from the fitted curve at half-maximal effect. The list is partial, so the mix of outcomes need not match the whole.

Results follow in this order: Pol eta inh, POLB inh, G9a block, APE1 inh, BLM helicase inh, Pol iota inh, Pol kappa inh, BAZ2B block, JMJD2A Tudor
OCCN1CCN(c2ncnc3c2c(-c2ccccc2)cn3-c2ccc(F)cc2)CC1
  -1%, 2%, -44%, 3%, -7%, 153%[activator], -2%, ?, ?
CCC(=O)N(CCC(c1ccccc1)c1ccc2c(c1)OCO2)Cc1ccc(OC(C)C)cc1 (stereo not given)
  -14%, 24%, -2%[59 µM], ., -15%, -3%, -9%, -2%, -20%
CCOCCCNS(=O)(=O)c1ccccc1
  -6%, 0%, 0%, 7%, 2%, 8%[58.9 µM], -8%, -12%, 5%
COc1ccccc1N1CCN(/N=C/C=C\c2ccco2)CC1
  -10%, 7%, 35µM*, -1%, -3%, 10%, -2%, 50µM*, 56µM*
S=c1[nH]nc(-c2ccc(Cl)cc2Cl)n1-c1ccccc1
  -10%, 0%, 6.3µM*, 47%[activator], -6%, -9%, -9%, -28%, -13%
Cc1ccc(S(=O)(=O)N2CCOCC2)cc1C(=O)OCC(=O)Nc1ccc2[nH]c(=O)[nH]c2c1
  ?, ., ?, 10%, ., ?, -18%, -9%, -21%
CC(/C=N/NC(=O)c1cc(C2CC2)[nH]n1)=C\c1ccccc1
  -19%, 0%, 27%, -3%, -2%, 31%, -10%, -11%, -19%
CCOC(=O)c1cnc(SCc2ccccc2)nc1N
  -13%, 0%, 16%[12.7 µM], 14%, -5%, -27%, -9%, 50%[activator], -29%
O=C(CN1C(=O)C2C3C=CC(C3)C2C1=O)NCCc1ccccc1Cl (stereo not given)
  0%, 2%, ., 1%, -2%, 3%, 3%, 5%, -7%
CC(Nc1nc2ccccc2n2cnnc12)c1ccccc1 (stereo not given)
  -13%, 22%, 8%, 1%, 1%, 31%[activator], -15%, -16%, -16%
COc1cc(OC)c(NC(=O)c2csc3c2CCC(C)C3)cc1Cl (stereo not given)
  -10%, 0%, -14%[59 µM], ., -2%, 16%, 11%, -22%, -18%
COC(=O)c1cc(NC(=O)c2cccnc2)ccc1N1CCOCC1
  -25%, 1%, -2%[0.501 µM], 1%, -1%, 155%[activator], -7%, -7%, 1%
O=C(OCC(=O)C12CC3CC(CC(C3)C1)C2)c1ccccn1
  -6%, -2%, ., -7%, -1%, 11%, -13%, -12%, -12%
COc1cc2c(cc1OC)C(Cc1ccccc1[N+](=O)[O-])=NCC2
  -19%, ., ., ., ., 46%[activator], -8%, ., -23%
O=C(NCC1CCCO1)c1cc2ccccc2oc1=O (stereo not given)
  -18%, 15%, -1%[0.501 µM], 11%, -3%, 20%, 5%, -1%, -4%
O=S(=O)(c1ccccc1F)N1CCN(CC(O)c2ccccc2)CC1 (stereo not given)
  -6%, 32%, 10%, 1%, 2%, 36%[activator], -17%, -13%, -16%
Cc1cccc(NC(=S)NCC(c2cccnc2)N(C)C)c1 (stereo not given)
  -17%, 1%, 0%, -3%, 5%, 8%, 0%, 0%, 22%
O=S(=O)(Nc1cccnc1Cl)c1ccc(F)cc1
  -12%, 15%, 7%, 64%[activator], -4%, 36%[activator], 4%, -14%, -2%
COc1cc(OC)c(OC)cc1CNc1sc2c(c1C(=O)Nc1ccccc1OC)CCC2
  -14%, 2%, 13µM*, ., -8%, 7%, -8%[60.1 µM], -32%, ?
O=C(N/N=C/c1ccncc1)C1CC1(c1ccccc1)c1ccccc1 (stereo not given)
  -24%, 14%, -8%, -7%, -7%, 77%[activator], -8%, -20%, -11%
C/C(=N\Nc1nc2ccccc2s1)c1ccc(Br)s1
  -19%, 3%, 35µM*, -4%, -15%, 73%[activator], -5%, ?, ?
N/C(=N\OS(=O)(=O)c1ccc(Br)cc1)c1ccncc1
  5%, 0%, 40µM*, 0%, -1%, ?, -29%, 2%, -27%
CCCC(C)NC(=O)c1cc(Cl)ccc1OC (stereo not given)
  -18%, 1%, 3%[59 µM], -2%, -1%, -15%, -6%, 7%, 22%
Cc1ccc(C)c(S(=O)(=O)N2CCCC2CNC(=O)C(=O)NC2CCCC2)c1 (stereo not given)
  -6%, ., 14%[0.501 µM], -10%, ., 24%, -15%, 13%, -8%
O=C(COC(=O)COc1ccccc1[N+](=O)[O-])NCc1ccc2c(c1)OCO2
  -4%, ., ., -8%, ., ?, -9%, ., -32%
O=c1c(Cl)c(NCCCO)cnn1-c1nc2ccccc2[nH]1
  -13%, 2%, 6%[12.7 µM], -4%, -1%, ?, -7%, 50µM*, -21%[11.4 µM]
CN(CC(=O)Nc1ccc(F)c(F)c1F)C(=O)c1ccc(-n2cncn2)cc1
  -7%, ., 13%[2.33 µM], 53%[activator], ., 26%, -5%, 11%, -8%
CCCC(=O)Nc1cc(C(=O)NCc2ccc(OC)cc2)ccc1S(=O)(=O)c1ccc(Cl)cc1
  -18%, -7%, -31%[59 µM], ., -6%, 6%, -13%[60.1 µM], 8%, -12%
COc1ccc(N2CCN(C3CC(=O)NC3=O)CC2)cc1 (stereo not given)
  -10%, 0%, -46%, 0%, 0%, -14%, 5%, -24%, -9%
CC1=CC(C)(C)Nc2ccc(OC(=O)C(C)N3C(=O)c4ccccc4C3=O)cc21 (stereo not given)
  -13%, 2%, 10µM*, -3%, -9%, 0%, -15%, 22µM*, ?

Twelve entries from above, comma-delimited.
SMILES,Pol eta inh,POLB inh,G9a block,APE1 inh,BLM helicase inh,Pol iota inh,Pol kappa inh,BAZ2B block,JMJD2A Tudor
COc1cc(OC)c(OC)cc1CNc1sc2c(c1C(=O)Nc1ccccc1OC)CCC2,-14%,2%,13µM*,.,-8%,7%,-8%[60.1 µM],-32%,?
O=C(N/N=C/c1ccncc1)C1CC1(c1ccccc1)c1ccccc1 (stereo not given),-24%,14%,-8%,-7%,-7%,77%[activator],-8%,-20%,-11%
C/C(=N\Nc1nc2ccccc2s1)c1ccc(Br)s1,-19%,3%,35µM*,-4%,-15%,73%[activator],-5%,?,?
N/C(=N\OS(=O)(=O)c1ccc(Br)cc1)c1ccncc1,5%,0%,40µM*,0%,-1%,?,-29%,2%,-27%
CCCC(C)NC(=O)c1cc(Cl)ccc1OC (stereo not given),-18%,1%,3%[59 µM],-2%,-1%,-15%,-6%,7%,22%
Cc1ccc(C)c(S(=O)(=O)N2CCCC2CNC(=O)C(=O)NC2CCCC2)c1 (stereo not given),-6%,.,14%[0.501 µM],-10%,.,24%,-15%,13%,-8%
O=C(COC(=O)COc1ccccc1[N+](=O)[O-])NCc1ccc2c(c1)OCO2,-4%,.,.,-8%,.,?,-9%,.,-32%
O=c1c(Cl)c(NCCCO)cnn1-c1nc2ccccc2[nH]1,-13%,2%,6%[12.7 µM],-4%,-1%,?,-7%,50µM*,-21%[11.4 µM]
CN(CC(=O)Nc1ccc(F)c(F)c1F)C(=O)c1ccc(-n2cncn2)cc1,-7%,.,13%[2.33 µM],53%[activator],.,26%,-5%,11%,-8%
CCCC(=O)Nc1cc(C(=O)NCc2ccc(OC)cc2)ccc1S(=O)(=O)c1ccc(Cl)cc1,-18%,-7%,-31%[59 µM],.,-6%,6%,-13%[60.1 µM],8%,-12%
COc1ccc(N2CCN(C3CC(=O)NC3=O)CC2)cc1 (stereo not given),-10%,0%,-46%,0%,0%,-14%,5%,-24%,-9%
CC1=CC(C)(C)Nc2ccc(OC(=O)C(C)N3C(=O)c4ccccc4C3=O)cc21 (stereo not given),-13%,2%,10µM*,-3%,-9%,0%,-15%,22µM*,?

New compounds follow
Results follow in this order: Pol eta inh, POLB inh, G9a block, APE1 inh, BLM helicase inh, Pol iota inh, Pol kappa inh, BAZ2B block, JMJD2A Tudor
Cc1cc(C)n(-c2cc(C)c(C)cc2Br)n1
  -6%, 3%, 5%[59 µM], 13%, -8%, ?, 7%, -8%, 9%
CCOC(=O)Cc1nnc(NC(=O)CSc2ccccc2)s1
  1%, 1%, 8%[12.7 µM], -8%, -2%, -18%, -37%, -3%, -14%
O=C(NCCc1ccccn1)C1CCCN(S(=O)(=O)Cc2ccccc2)C1 (stereo not given)
  -5%, 1%, -6%, 1%, -1%, 15%, -7%, -22%, -1%
COc1ccc(-n2nc(C(=O)NCC(=O)Nc3cc(OC)ccc3OC)c3ccccc3c2=O)cc1
  -4%, 57%, 18%, -11%, -8%, 27%, -7%, -2%, -25%
O=Cc1cc2cc3c(cc2nc1Cl)OCCO3
  8%, 4%, -3%, -3%, -1%, 37%, 1%, -2%, -2%
O=C(NCC(c1ccc(Cl)cc1)N1CCCCC1)c1ccc(F)cc1 (stereo not given)
  -23%, -17%, 3%[59 µM], ., 0%, 22%, -10%, 4%, 2%
O=C(O)C1CN(c2nc(Cl)ccc2[N+](=O)[O-])C1
  20µM*, 35µM*, ?, ?, -6%, 15%, -9%, ?, -14%
O=C(CC(C(=O)O)C1CCCO1)NCc1ccccc1 (stereo not given)
  1%, 8%, -6%[12.7 µM], 8%, 0%, ?, 10%, -1%, -3%[11.4 µM]
C=CC[C@@H](CC(=O)N[C@@H](CO)Cc1ccccc1)C(=O)N[C@@H](COC(=O)[C@@H](CC=C)Cc1ccc(F)cc1)Cc1c[nH]c2ccccc12
  -15%, ., ., 11%, ., 1%, 3%, ., -17%
CCCCC(=O)Nc1ccc(C(=O)NNC(=S)NC(=O)c2ccco2)cc1
  -16%, 20%, 25µM*, 1%, -6%, 55%, -1%, 0%, -13%
O=C(CSc1nnc(CNC(=O)c2cccs2)o1)Nc1ccc(Br)cc1
  -17%, -2%, 0%[0.501 µM], -4%, -1%, 45%[activator], -9%, -11%, -11%
Cc1nn(C)c(C)c1/C=C/C(=O)c1cccs1
  -3%, ., ., ., ., 4%, -9%, ., -5%[57.1 µM]
Cc1ccsc1C(=O)OCC(=O)N1CCN(c2ccccc2)CC1
  -8%, ., ., 25%, ., 8%, -10%, ., -13%
CCOc1ccc(C(c2nnnn2C(C)(C)C)N2CCN(C(=O)c3ccco3)CC2)cc1 (stereo not given)
  11%, 30%, -3%, -4%, -3%, 121%[activator], 2%, -27%, -4%
Cc1ccsc1C1Nc2ccccc2-c2nc3ccccc3n21 (stereo not given)
  -15%, -17%, 8%[59 µM], -2%, -12%, 0%, -7%, -3%, 17%
